Assay outcomes deposited in PubChem by National Center for Advancing Translational Sciences (NCATS).
mIDH1 inhibitor – qHTS for Inhibitors of mutant isocitrate dehydrogenase 1 (IDH1): qHTS; IDH1-R132H enzyme, NADPH consumption, diaphorase/resazurin fluorescence; Isocitrate dehydrogenase [NADP] cytoplasmic (Homo sapiens), O75874; Potency, µM (series often up to 76.6 µM), without a hit: at the highest dose activity change, negative = inhibition, usual class: inhibitors; 390,000 compounds, 0.093% hits; further: potency means the concentration at half of the fitted maximal effect; on the % scale 0 is the no-effect control and ±100 the full control effect; nearly all actives have a fitted effect of over 65% in size
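IDH1-R132H (0.5 ug/mL) preincubated 30 min with compound, then NADPH (0.016 mM) and alpha-KG (2 mM) added; 80 min at RT, pH 7.5. Remaining NADPH coupled via diaphorase/resazurin to fluorescence (540/590 nm); concentration-response curves normalized to no-enzyme control.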
TRHR enhancer – qHTS for Small Molecule Agonists and Allosteric Enhancers of Human TRH Receptor: Primary Screen for Enhancers; TRHR cells, fluo-8 calcium fluorescence, EC20 TRH enhancement; enhancement, % at 2 µM; 360,000 compounds, 0.66% hits; AID 493056, 2011; in the data active means enhancement above about 30%; further: 0% is about no effect
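Enhancer read-out: after compound pinning and an initial kinetic agonist-mode read, an EC20 of TRH (10 nM final) was injected and fluo-8 calcium signal (Ex 480/Em 530) followed at 1 s/cycle for 100 cycles in TRHR-expressing cells.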
TrxR1 substrate – qHTS Assay for Substrates of Mammalian Selenoprotein Thioredoxin Reductase 1 (TrxR1): qHTS; Thioredoxin reductase 1, cytoplasmic (Rattus norvegicus), O89049; purified TrxR1 substrate turnover, NADPH consumption readout; Potency, µM (titrated, usually from 114 µM), for inactives: at the top dose activity change, negative = substrate turnover; 390,000 compounds, 0.01% hits; further: potency means the concentration at half of the fitted maximal effect; on the % scale 0 is the no-effect control and ±100 the full control effect; nearly all actives have a fitted effect of over 50% in size
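Rat TrxR1, dispensed at 90 nM, was prereduced with 400 uM NADPH (final) for 5 min at ~22 deg C, then incubated with compound 15 min before 400 uM selenite. A first-read NADPH fluorescence drop versus no-compound background flagged substrates.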
USP1-UAF1 inh – Inhibitors of USP1/UAF1: Primary Screen | Potency, µM (doses to about 57.1 µM), for the others: at the highest dose activity change, negative = inhibition, actives largely listed as inhibitors | recombinant USP1/UAF1, Ub-Rhodamine cleavage fluorescence | 390,000 compounds, 0.23% hits | Ubiquitin carboxyl-terminal hydrolase 1 (Homo sapiens), O94782; further: potency means the concentration at half of the fitted maximal effect; on the % scale 0 is the no-effect control and ±100 the full control effect; nearly all actives have a fitted effect of over 60% in size; inactives centre near -12
Target sequence (O94782 whole entry, looked up): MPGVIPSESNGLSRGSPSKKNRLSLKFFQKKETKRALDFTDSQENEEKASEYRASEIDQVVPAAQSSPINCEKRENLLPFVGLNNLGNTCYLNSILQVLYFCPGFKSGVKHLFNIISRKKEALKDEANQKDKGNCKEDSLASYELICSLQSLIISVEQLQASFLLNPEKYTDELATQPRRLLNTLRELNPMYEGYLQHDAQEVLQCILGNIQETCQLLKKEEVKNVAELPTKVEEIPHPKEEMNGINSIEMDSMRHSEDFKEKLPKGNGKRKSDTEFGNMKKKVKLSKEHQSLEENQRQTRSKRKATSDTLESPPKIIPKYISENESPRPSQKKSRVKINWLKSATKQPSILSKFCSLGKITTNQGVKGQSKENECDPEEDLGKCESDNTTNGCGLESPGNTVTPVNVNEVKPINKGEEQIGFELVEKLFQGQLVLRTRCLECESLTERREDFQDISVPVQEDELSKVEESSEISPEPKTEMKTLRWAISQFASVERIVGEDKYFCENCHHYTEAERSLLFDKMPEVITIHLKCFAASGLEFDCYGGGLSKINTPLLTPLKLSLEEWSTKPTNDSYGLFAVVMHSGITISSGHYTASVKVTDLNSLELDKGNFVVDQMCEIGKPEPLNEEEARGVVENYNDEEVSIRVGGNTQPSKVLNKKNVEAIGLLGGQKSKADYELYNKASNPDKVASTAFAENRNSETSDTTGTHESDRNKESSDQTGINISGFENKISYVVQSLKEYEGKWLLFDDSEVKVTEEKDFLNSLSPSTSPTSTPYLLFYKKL
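USP1/UAF1 complex at 1 nM was preincubated with compound for 15 min at room temperature, then Ub-Rho substrate (150nM final) was added. Fluorescence (480/540 nm) was read kinetically, 6 reads every 60 seconds.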
D2 agonist – HTS Assay for Allosteric Agonists of the Human D2 Dopamine Receptor: Primary Screen for Agonists; activation, % at 2 µM; D(2) dopamine receptor (Homo sapiens), P14416; 340,000 compounds, 0.53% hits; AID 485358, 2010; HEK293 T-REx D2 cells, calcium flux agonist mode;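 active means activation over 3 SD above normal in the single-dose calcium agonist read, cut at about 30% in these data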; further: 0% is about no effect
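Agonism is scored from calcium flux in a force-coupled, inducible HEK293 cell line expressing D2, read kinetically for 180 s after compound addition against dopamine controls.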
TRHR ag – qHTS for Small Molecule Agonists and Allosteric Enhancers of Human TRH Receptor: Primary Screen for Agonists. Thyrotropin-releasing hormone receptor (Homo sapiens), P34981. activation, % at 2 µM. TRHR cells, calcium flux fluo-8, FDSS agonist mode. AID 493084, 2011. 360,000 compounds, 0.18% hits; in the data active means activation above about 30%; further: 0% is about no effect
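Fluo-8-loaded TRHR cells; 10 s baseline, compound added, kinetic Ca2+ fluorescence read 1/s, agonist mode.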
Pin1 inh – qHTS Assay to Find Inhibitors of Pin1. Pin1 FP peptide displacement, HiFluor488, 10 min. Potency, µM (titrated, usually from 115 µM), without a hit: at the highest dose activity, negative = inhibition, actives largely listed as inhibitors. 390,000 compounds, 0.009% hits. AID 504891, 2011; active means well fitted inhibition curve with a large enough effect in the polarisation, with a control signal flat, not every such curve was filed as active; inconclusive means small, poorly fitted or top-dose-only effect, or effect the other way, or a change in a side signal; inactive means no such curve, though single readings can be large or run the other way; the % refers to the polarisation; further: potency means the concentration at half of the fitted maximal effect; on the % scale 0 is the no-effect control and ±100 the full control effect
Target sequence (Q13526 whole entry, looked up): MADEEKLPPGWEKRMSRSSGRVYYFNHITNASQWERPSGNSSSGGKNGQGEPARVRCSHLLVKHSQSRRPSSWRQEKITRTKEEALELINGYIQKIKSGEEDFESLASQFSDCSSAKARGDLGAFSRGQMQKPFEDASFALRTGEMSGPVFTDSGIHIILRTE
TrxR1 inh – qHTS Assay for Inhibitors of Mammalian Selenoprotein Thioredoxin Reductase 1 (TrxR1): qHTS; Thioredoxin reductase 1, cytoplasmic (Rattus norvegicus), O89049; recombinant rTrxR1, NADPH fluorescence consumption, selenite substrate; Potency, µM (titrated, usually from 114 µM), for inactives: at the top dose activity change, negative = inhibition, usual class: inhibitors; 390,000 compounds, 1% hits; AID 588453, 2011; further: potency means the concentration at half of the fitted maximal effect; on the % scale 0 is the no-effect control and ±100 the full control effect; nearly all actives have a fitted effect of over 65% in size
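Rat TrxR1 (90 nM in the dispensed reagent) was pre-reduced with 400 uM NADPH for 5 min at room temperature, then incubated with compound for 15 min. After 400 uM selenite was added, NADPH fluorescence (Ex 340/Em 450 nm) was followed for 8 min.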
D2 antagonist – HTS Assay for Allosteric Antagonists of the Human D2 Dopamine Receptor: Primary Screen for Antagonists. HEK293 TREx D2 cells, calcium flux, dopamine EC80. D(2) dopamine receptor (Homo sapiens), P14416. 340,000 compounds, 2% hits. inhibition, % at 10 µM. AID 485344, 2010; in the data active means inhibition above about 30%; further: 0% is about no effect
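Measurement of antagonist activity uses fluorescent calcium dye in inducible HEK293 T-REx D2 cells: 10 s baseline, compound addition with 180 s read, EC80 dopamine addition with a further 180 s read.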
* hit, by the source's call; ? = inconclusive; nt = not tested or not shown; [ ] = dose if it differs, or a comment. Unless noted, the call rests on the fitted dose curve; in most records, active means well fitted inhibition curve with a large enough effect; inconclusive means small, poorly fitted or top-dose-only effect; inactive means no such curve, though single readings can be large or run the other way. The list is partial (hit frequency here may not be typical).

The line under a structure holds: mIDH1 inhibitor	TRHR enhancer	TrxR1 substrate	USP1-UAF1 inh	D2 agonist	TRHR ag	Pin1 inh	TrxR1 inh	D2 antagonist
[1] Cc1cc(NC(=O)C2CC(=O)N(c3ccc(Cl)cc3)C2)no1 (configuration not stated)
→ -5%	1	-11%	-10%	4.4	-0.2	-10%	-10%	13
[2] O=C(CSc1nc2ccsc2c(=O)n1NC(=O)c1ccccc1)NCc1ccco1
→ -1%	-2	6%[57.1 µM]	-6%	0.1	-0.3	-19%	-30%[57.1 µM]	-2
[3] COc1ccccc1CNC(=O)c1cccc2c1C(=O)N(Cc1cccnc1)C2
→ 1%	3	0%	-18%	-1.1	-0.1	3%	6%	-12
[4] COC(=O)c1ccc2nc(C(F)(F)F)[nH]c2c1
→ -2%	2	5%[57.1 µM]	-12%	-1.7	-0.2	0%	17%[57.1 µM]	4
[5] O=C(NCCc1ccc(Cl)cc1)c1ccc(CS(=O)(=O)Cc2ccccc2F)o1
→ -1%	-2	-4%[57.1 µM]	-4%	0.3	0.1	4%	12%[57.1 µM]	nt
[6] CCOC(=O)c1cnc2c(C)cccc2c1NCCCN1CCOCC1
→ 5%	0	0%	-19%	nt	-0.2	-9%	-2%	nt
[7] O=C(O)C1=C[C@@H](c2ccccc2)C[C@@H](OCCCCO)O1
→ -2%	nt	8%	-20%	nt	nt	-7%	20%	nt
[8] O=C(Nc1ccc(-n2ccc(C(F)(F)F)n2)cc1)Nc1cccc(Cl)c1
→ nt	-4	nt	nt	1.4	2.7	nt	nt	19
[9] CCOc1ccccc1C(=O)Nc1cc(-c2nc3cccnc3s2)ccc1C
→ nt	1	-8%	-19%	-0.5	1.4	?	-3%	nt
[10] CN(C)S(=O)(=O)c1ccc(C(=O)OCCN=C2NS(=O)(=O)c3ccccc32)cc1
→ -1%	-2	9%[57.1 µM]	-28%	-0.2	0.0	0%	11%[57.1 µM]	10
[11] CCc1c(C)sc2c1CCN(C(=O)Nc1ccccc1C(F)(F)F)C2c1ccccc1 (configuration not stated)
→ -7%	-3	-2%[57.1 µM]	-17%	7.7	1.1	1%	11%[57.1 µM]	nt
[12] CCn1c(COc2ccc3c(c2)OCO3)nnc1SCC(=O)O
→ 1%	3	10%[57.1 µM]	-13%	0.4	-0.1	2%	18%[57.1 µM]	-7
[13] CN(C)C(=O)c1ccc2c(c1)N(CC(=O)NCc1ccc(F)cc1)C(=O)C1CCCCN21 (configuration not stated)
→ 15%	2	3%[57.1 µM]	-9%	-0.6	0.0	-7%	16%[57.1 µM]	nt
[14] C#CCOCCOCCOCCNc1nc(N2CCN(C(=O)[C@H](CCC(=O)O)n3cc(C(N)CC(C)C)nn3)CC2)nc(N2CCN(C(=O)[C@H](CCC(=O)O)n3cc(C(N)[C@H](C)CC)nn3)CC2)n1 (some centres not stated)
→ -2%	-4	6%[57.1 µM]	-11%	-0.1	-0.3	1%	?	8
[15] Cc1cccc(CNC(=O)CN2C(=O)C3CCCCN3c3ccc(C(=O)N4CCCC4)cc32)c1 (configuration not stated)
→ -5%	-1	6%[57.1 µM]	-29%	-0.2	-0.9	-7%	20%[57.1 µM]	nt
[16] CCOc1cc(C2CC(=O)NC(SCC)=C2C#N)ccc1O (configuration not stated)
→ -4%	4	4%	-26%	nt	0.0	2%	11%	nt
[17] Cc1ccc(NC(=O)CSc2n[nH]c(-c3cccnc3)n2)c(Br)c1
→ -2%	4	13%[57.1 µM]	-16%	1.0	-1.4	0%	21%[57.1 µM]	-22
[18] CCn1c(NC(=O)C(C)C)c2ccccc2nc1=O
→ -2%	3	7%	-16%	nt	0.3	-4%	15%[57.1 µM]	nt
[19] O=C(CCCCCN1C(=O)c2cccc3cccc(c23)C1=O)NCCO
→ -2%	-4	40%[activator]	-11%	0.3	-0.3	3%	16%	-6
[20] COc1ccc(CCNC(=O)C(=O)Nc2ccc(C)c(C)c2)cc1OC
→ 45%[activator]	5	-5%[57.1 µM]	?	0.8	0.4	2%	12%[57.1 µM]	nt
[21] Cc1c(CCOC(=O)c2ccc(Cl)cc2Cl)sc[n+]1CC(=O)c1ccccc1
→ 2%	nt	-7%	-13%	nt	nt	1%	-24%	nt
[22] NS(=O)(=O)c1ccc(CCNC(=O)C(c2ccccc2)c2ccccc2)cc1
→ -3%	-2	5%	?	-0.1	-0.5	-3%	20%	4
[23] CCOc1ccc(NC(=O)Cn2cc(C(=O)c3ccc(C)c(C)c3)c(=O)c3cc(F)ccc32)cc1
→ -4%	1	-4%	-17%	1.0	0.8	-6%	15%	nt
[24] O=C(O)CSc1nnc(-c2ccc(Cl)cc2)n1-c1ccccc1
→ nt	16	nt	nt	1.1	0.1	nt	nt	-9
[25] COc1ccccc1NC(=O)CCn1nc(-c2ccccc2OC)c2c(C)cc(C)nc21
→ 10%	2	1%	-18%	nt	-1.8	?	-3%	nt
[26] O=C(CN1N=C(c2ccccc2)CCC1=O)NCc1cccs1
→ -4%	-4	-9%	-33%	2.0	0.3	-3%	4%[57.1 µM]	3
[27] CN(C)S(=O)(=O)c1ccc(NC(=O)N2CCN(c3ccccc3Cl)CC2)cc1
→ 2%	2	-4%	-6%	nt	0.0	-3%	7%	nt
[28] CCN(CC)CCN(C(=O)c1ccc(S(=O)(=O)N2CCOCC2)cc1)c1nc2cc3c(cc2s1)OCCO3
→ 9%	-1	-11%	-14%	0.3	0.0	-6%	-17%	18
[29] O=C(COc1ccc2c(C(F)(F)F)cc(=O)oc2c1)NCc1cccs1
→ -4%	1	6%	-15%	nt	0.6	-16%	0%	nt
[30] O=S(=O)(NCCc1csc2nc(-c3ccc(F)cc3)nn12)c1ccc2c(c1)OCCO2
→ -6%	6	-10%[57.1 µM]	-15%	0.2	-0.6	0%	3%[57.1 µM]	nt
[31] CCOC(=O)C1=C(C)OC(N)=C(C#N)C1c1cc(Cl)c(OCC(N)=O)c(OC)c1 (configuration not stated)
→ 12%	0	-5%	3%	0.3	-0.3	9%	-19%	15
[32] COc1ccc(Cn2nnc3c(C)n[nH]c(=O)c32)cc1
→ 6%	1	6%	-19%	0.3	0.5	-8%	5%	24
[33] O=C(c1cc2ccccc2oc1=O)N(Cc1cccs1)Cc1cccs1
→ 3%	-2	-5%	-26%	0.0	0.0	-3%	-5%	-6
[34] O=[N+]([O-])c1cc([N+](=O)[O-])c2oc(-c3ccccc3)c(Br)c2c1O
→ -12%	-11	-5%	?	0.9	-0.6	nt	-5%	13
[35] O=C(Nc1ccc(Oc2ccc(C(F)(F)F)cn2)c(Cl)c1)C1CC1
→ 0%	-4	10%[57.1 µM]	-1%	nt	0.7	-14%	25%[57.1 µM]	-9
[36] c1ccc(CCN2CCN(c3ncnc4c3cnn4-c3ccccc3)CC2)cc1
→ -1%	4	1%	-28%	0.7	0.1	15%	-8%	-4
[37] NC(=O)C1(NC2CCCCC2)CCN(Cc2ccccc2)CC1
→ -1%	nt	6%	-24%	nt	nt	-12%	24%[57.1 µM]	nt
[38] O=C(NNC(=O)C12CC3CC(CC(Br)(C3)C1)C2)c1ccccc1F
→ 3%	nt	-12%	-5%	nt	nt	-4%	-4%	nt
[39] Cc1c(NC(=S)N/N=C/c2cccc(O)c2)c(=O)n(-c2ccccc2)n1C
→ 2%	-1	-8%	-5%	nt	0.0	-7%	-8%	nt
[40] CCN1C(=O)c2ccccc2S(=O)(=O)c2ccc(C(=O)NCCCN(CC(C)C)CC(C)C)cc21
→ 4%	4	-12%	-6%	-3.9	0.1	-4%	12%[57.1 µM]	-1
[41] O=C(NCc1ccc(F)cc1Cl)c1cc(=O)[nH]c2ccc(S(=O)(=O)N3CCCCC3)cc12
→ -6%	-2	-2%[57.1 µM]	-21%	nt	-0.3	-1%	23%[57.1 µM]	nt
[42] Cc1ccccc1NC(=O)CN1C(=O)N/C(=C\c2cccn2-c2cccc(C(=O)O)c2)C1=O
→ -2%	-4	3%[57.1 µM]	-6%	0.2	0.5	?	-4%[57.1 µM]	1
[43] O=C1CCC(C(=O)Nc2cccc3ccccc23)N1 (configuration not stated)
→ 6%	1	4%[57.1 µM]	-1%	-0.2	0.3	8%	12%[11.4 µM]	-35
[44] CCN(CC)S(=O)(=O)c1cccc(C(=O)Nc2cc(C)nn2-c2ccccc2)c1
→ 13%	5	9%[57.1 µM]	-14%	-0.3	-0.1	-2%	21%[57.1 µM]	0

Ordered by SMILES length (lowest first): some entries from above
The line under a structure holds: mIDH1 inhibitor	TRHR enhancer	TrxR1 substrate	USP1-UAF1 inh	D2 agonist	TRHR ag	Pin1 inh	TrxR1 inh	D2 antagonist
[33] O=C(c1cc2ccccc2oc1=O)N(Cc1cccs1)Cc1cccs1
→ 3%	-2	-5%	-26%	0.0	0.0	-3%	-5%	-6
[35] O=C(Nc1ccc(Oc2ccc(C(F)(F)F)cn2)c(Cl)c1)C1CC1
→ 0%	-4	10%[57.1 µM]	-1%	nt	0.7	-14%	25%[57.1 µM]	-9
[42] Cc1ccccc1NC(=O)CN1C(=O)N/C(=C\c2cccn2-c2cccc(C(=O)O)c2)C1=O
→ -2%	-4	3%[57.1 µM]	-6%	0.2	0.5	?	-4%[57.1 µM]	1
